NR2E3 ag-1 = activates human photoreceptor nuclear receptor NR2E3 | 320,000 tested, 0.12% active | Q9Y5X4 | inhibition of corepressor binding, % at 4.78 µM | AID 2300 | GST-NR2E3/biotin-RetCOR TR-FRET, 1536-well;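 active means percent inhibition above the cutoff of mean plus 3 SD of all tested compounds, set per screening campaign, cut at about 20% in these data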;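 further: 0% = DMSO wells and 100% = biotin wells as full block of FRET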
Target sequence (Q9Y5X4 whole entry, looked up): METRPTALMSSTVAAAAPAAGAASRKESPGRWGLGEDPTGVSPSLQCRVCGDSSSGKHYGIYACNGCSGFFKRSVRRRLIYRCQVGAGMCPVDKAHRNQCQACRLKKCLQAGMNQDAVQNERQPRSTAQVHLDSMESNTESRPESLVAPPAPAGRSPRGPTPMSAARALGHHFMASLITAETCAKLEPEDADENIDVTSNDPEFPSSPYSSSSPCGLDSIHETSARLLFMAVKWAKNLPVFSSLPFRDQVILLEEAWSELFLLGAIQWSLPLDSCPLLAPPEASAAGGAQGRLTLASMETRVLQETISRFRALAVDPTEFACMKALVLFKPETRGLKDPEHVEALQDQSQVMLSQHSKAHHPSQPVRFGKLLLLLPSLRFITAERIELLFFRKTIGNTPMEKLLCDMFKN
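System: GST-tagged NR2E3 plus biotinylated RetCOR corepressor; Amount: 1.35 nM GST-tagged NR2E3 final; Dosing: single nominal compound dose of 4.8 µM; Schedule: 5 h incubation at 4 °C; Technique: TR-FRET with europium anti-GST and streptavidin-D2, 340 nm excitation; Controls: biotin wells as high control, 0.6% DMSO wells as low control.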
NR2E3 ag-2 = human photoreceptor-specific nuclear receptor agonism | Q9Y5X4 | CHO-S Gal4-NCOR/VP16-NR2E3 two-hybrid, luciferase | inhibition of corepressor binding, % at 3.98 µM | 360,000 tested, 0.35% active | AID 602229;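 active means inhibition above the mean of all tested compounds plus 3 SD, cut at about 70% in these data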;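 further: 0% = DMSO with NR2E3 transfected cells and 100% = cells lacking NR2E3 construct; higher means lower luciferase signal from less NR2E3 corepressor binding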
HIF-2a inh = HIF-2a inhibition | AID 624352 | inhibition, % at 18.8 µM | 360,000 tested, 0.72% active | 786-0 RCC cells HIF-2a reporter, luciferase luminescence, overnight;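 active means inhibition of the luminescence signal of 40% or more relative to plate controls, in a single-dose primary screen at 18.75 µM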
CF NFkB block = blocks PAF-induced NF-kB reporter in cystic fibrosis cells | inhibition, % at 5 µM | 360,000 tested, 0.86% active | KKLEB NF-kB-GFP reporter, GFP fluorescence overnight;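 active means at least 50% inhibition at 5 µM, scaled per plate between neutral and stimulator controls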;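 further: PAF is a Pseudomonas aeruginosa culture filtrate used as stimulus; plate controls were PAF-stimulated DMSO wells for no effect and unstimulated DMSO wells for full effect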
Shn3 inh set2 = reduces Shn3 3'UTR luciferase signal in osteoblasts | Clone20 osteoblast Shn3 3'UTR firefly luciferase, 24 h | inhibition, % at 12.5 µM | 360,000 tested, 0.52% active;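 active means mean inhibition of at least 75% with every replicate also reaching 75%; inconclusive means mean inhibition at least 75% but some replicate below; inactive means mean inhibition below 75%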;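 further: 0% = median of neutral control wells and 100% = pilot-screen positive control compound; some compounds past the cut are filed as inactive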
PDI turbidity = inhibitors of human protein disulfide isomerase; 350,000 tested, 0.052% active; AID 588391; P07237; PDI insulin aggregation turbidity, A650, 90 min; inhibition, % at 10 µM;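 active means mean inhibition across replicates of 30% or more, whatever share of single replicates reach that level; inconclusive means mean inhibition below 30% while every single replicate reaches 30%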;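 further: absorbance from insulin aggregation driven by PDI reduction with DTT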
Target sequence (P07237 whole entry, looked up): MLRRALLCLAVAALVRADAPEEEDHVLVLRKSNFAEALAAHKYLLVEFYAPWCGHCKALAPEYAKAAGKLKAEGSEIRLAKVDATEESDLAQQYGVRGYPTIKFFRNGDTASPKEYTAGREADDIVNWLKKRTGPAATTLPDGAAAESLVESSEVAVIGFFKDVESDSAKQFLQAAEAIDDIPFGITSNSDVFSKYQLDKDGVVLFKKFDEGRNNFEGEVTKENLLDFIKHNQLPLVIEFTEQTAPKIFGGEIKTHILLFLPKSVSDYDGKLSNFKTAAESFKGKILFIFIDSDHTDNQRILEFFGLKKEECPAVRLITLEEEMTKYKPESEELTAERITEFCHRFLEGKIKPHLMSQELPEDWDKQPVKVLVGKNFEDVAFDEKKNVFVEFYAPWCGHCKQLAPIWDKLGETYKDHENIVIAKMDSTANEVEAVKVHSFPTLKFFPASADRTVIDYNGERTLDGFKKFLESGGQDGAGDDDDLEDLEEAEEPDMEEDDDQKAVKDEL
Vif imaging = blocks HIV Vif function. HEK293T cells, Vif self-association by quenched fluorescence, imaging, 24 h. inhibition, % at 7.49 µM. 340,000 tested, 0.35% active. AID 602346; in the data active means inhibition above about 50%, passing the limit was not always enough; inconclusive means no clear call, values can overlap the other calls; inactive means below about 31%; further: some results filed as inactive read as strong as hits
MITF TRPM1 inh = MITF TRPM1 promoter inhibition in SK-MEL-5 cells | SK-MEL-5 TRPM1 promoter luciferase, 24 h | inhibition, % at 12.5 µM | 330,000 tested, 0.83% active | AID 488899;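 active means mean inhibition across replicates of 60% or more, whatever share of single replicates reaches that level; inconclusive means some that reach 60%, reason not given; inactive means mean inhibition across replicates below 60%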; further: values of inactives mirror those of a sister screen read the other way
CaV13 FRET inh = Primary screen for inhibitors of IQ motif and Ca2+-dependent inactivation inhibitor domain binding in CACNA1D, Förster resonance energy transfer in living cells, …; 340,000 tested, 0.098% active; HEK cells, CFP/YFP FRET ICDI-IQ, plate reader, 10 min; percent FRET-ratio fall versus neutral wells; inhibition, % at 12.3 µM; AID 743397;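 active means mean replicate inhibition of at least 30% and at least 1% of replicates passing that level; inconclusive means only one of the two criteria is met; inactive means neither criterion is met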;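 further: 0% = median of the neutral control wells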
KKLEB cytotox = CF airway cell cytotoxicity counter-screen. KKLEB CF airway cells viability, ATPlite luminescence, overnight; hits give low values; cells stimulated with P. aeruginosa culture filtrate. activity change (cytotoxicity), % at 5 µM. 360,000 tested, 0.36% active. AID 602141;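 active means corrected activity change at or below -50% at 5 µM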
Peg3 prom inh = reduces Peg3 promoter-driven luciferase expression in HeLa; 360,000 tested, 1.7% active; AID 588405; HeLa PEG-Prom luciferase reporter, luminescence, overnight; inhibition, % at 20 µM;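 active means inhibition of at least 50% at 20 µM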
An asterisk follows results filed as active; ? = inconclusive; · = no result given. No enrichment for hits; any-hit rate near 3.3%.

Compound	NR2E3 ag-1	NR2E3 ag-2	HIF-2a inh	CF NFkB block	Shn3 inh set2	PDI turbidity	Vif imaging	MITF TRPM1 inh	CaV13 FRET inh	KKLEB cytotox	Peg3 prom inh
Cc1ccc(S(=O)(=O)N2CCCC2CNC(=O)C(=O)NCc2cccs2)cc1 (stereo unspecified)	2	-5	4	13	3	0	-2	-6	-17	-12	5
O=C(C[n+]1cccc(Br)c1)c1ccc(-c2ccccc2)cc1	2	-62	-39	0	-23	7	0	-11	-4	-18	-55
O=C1C(Cl)=C(O)C2(Cl)C(Cl)=C(Cl)C12Cl (stereo unspecified)	·	-35	4	16	-11	3	9	-4	-6	4	4
COc1cccc(Nc2nc(NCCO)nc(N3CCCC3)n2)c1	-3	13	-5	-25	20	-1	?	-10	-4	5	-2
Cc1cccc(C(=O)NCC(=O)NC(C)CCc2ccccc2)c1 (stereo unspecified)	0	5	14	-18	-1	7	-1	17	-3	8	15
Cc1csc(NC(=O)Nc2ccccc2[N+](=O)[O-])n1	0	-127	-161	6	-72	-5	-2	-24	-5	-4	-263
S=c1[nH]nc(-c2cc(-c3ccsc3)n[nH]2)n1-c1ccccc1	-1	-5	22	-17	-4	4	-2	·	-19	7	10
CSc1ccccc1NC(=O)c1ccccn1	0	-23	-99	1	-21	-3	15	-13	-7	8	-61
COc1ccc([N+](=O)[O-])cc1N(CC(=O)NC(C(C)C)C(C)C)S(C)(=O)=O	7	-33	8	10	-14	-2	-4	7	-4	7	12
COc1ccc(/C=C/C(=O)NC(=S)Nc2ccccc2)cc1OC	-2	-3	-7	-13	-4	-1	0	-3	-4	-1	7
Cc1c(CCC(C)C)c(-n2ccnc2C)n2c(nc3ccccc32)c1C#N	-3	5	23	6	-5	5	·	-14	·	2	12
COC(=O)c1coc(-c2ccc(C)cc2)c1C(=O)OC	2	-45	-182	1	-28	1	-15	0	·	-2	-122
Fc1ccc(CN2CCSCC2)cc1F	-5	-3	18	3	-10	4	1	-4	3	-4	-4
C#CCO[C@@H]1C[C@H](n2cnc3c(NC(=O)c4ccccc4)ncnc32)O[C@@H]1CO	-3	-24	-7	6	-18	-10	-20	-28	-11	3	-48
CCOC(=O)C1=C(C)NC(=O)NC1c1ccc(OC(=O)c2ccco2)c(OC)c1 (stereo unspecified)	-1	8	11	-3	13	2	6	-1	-8	-2	-8
Cc1nc(NC(=O)COC(=O)c2ccc(CO)cc2)c(Cl)cc1Cl	·	-27	3	-2	-5	4	0	-3	-5	-14	2
CC(C)(C)C1CCC(=O)C(C2(O)C(=O)Nc3ccccc32)C1 (stereo unspecified)	5	30	5	-6	11	-4	11	1	·	4	10
Cc1ccc(Cn2c(N3CCN(C)CC3)nc3c2c(=O)[nH]c(=O)n3C)cc1	2	7	23	-2	0	5	12	3	-20	-9	8
Cc1cc(NC(=O)CCC(=O)N(CC(=O)NCC2CCCO2)c2ccc(Cl)c(Cl)c2)no1 (stereo unspecified)	0	-24	9	8	11	0	0	2	-2	2	1
CC(=O)c1cccc(NC(=O)c2ccc(NS(=O)(=O)c3c(C)noc3C)cc2)c1	2	-21	9	-14	7	-3	·	6	-4	-11	-2
Cc1ccccc1C(=O)NCC(=O)NCC1(N2CCOCC2)CCCCC1	5	5	2	-2	-6	1	9	-13	-6	2	12
CCc1nc2ccc(C(=O)NCCCN3CCCC3=O)cn2c1N(CC)C(=O)NCCc1ccccc1	·	-27	-62	-8	8	-41	-7	·	-7	2	-44
Cc1cc(NC(=O)c2ccno2)no1	1	-11	-2	0	2	2	-2	13	·	-10	-6
CCN(CC)CCNC(=O)C(Oc1ccccc1)Oc1ccccc1	-5	2	4	2	24	-3	11	12	-14	-14	-1
CC(/C=N/Nc1ncc(C)c(=O)[nH]1)=C\c1ccccc1	1	-17	-106	2	-37	2	3	-24	-6	-9	-67

Given with each value named: entries from further up
Fc1ccc(CN2CCSCC2)cc1F
  NR2E3 ag-1: -5
  NR2E3 ag-2: -3
  HIF-2a inh: 18
  CF NFkB block: 3
  Shn3 inh set2: -10
  PDI turbidity: 4
  Vif imaging: 1
  MITF TRPM1 inh: -4
  CaV13 FRET inh: 3
  KKLEB cytotox: -4
  Peg3 prom inh: -4
C#CCO[C@@H]1C[C@H](n2cnc3c(NC(=O)c4ccccc4)ncnc32)O[C@@H]1CO
  NR2E3 ag-1: -3
  NR2E3 ag-2: -24
  HIF-2a inh: -7
  CF NFkB block: 6
  Shn3 inh set2: -18
  PDI turbidity: -10
  Vif imaging: -20
  MITF TRPM1 inh: -28
  CaV13 FRET inh: -11
  KKLEB cytotox: 3
  Peg3 prom inh: -48
CCOC(=O)C1=C(C)NC(=O)NC1c1ccc(OC(=O)c2ccco2)c(OC)c1 (stereo unspecified)
  NR2E3 ag-1: -1
  NR2E3 ag-2: 8
  HIF-2a inh: 11
  CF NFkB block: -3
  Shn3 inh set2: 13
  PDI turbidity: 2
  Vif imaging: 6
  MITF TRPM1 inh: -1
  CaV13 FRET inh: -8
  KKLEB cytotox: -2
  Peg3 prom inh: -8
Cc1nc(NC(=O)COC(=O)c2ccc(CO)cc2)c(Cl)cc1Cl
  NR2E3 ag-1: ·
  NR2E3 ag-2: -27
  HIF-2a inh: 3
  CF NFkB block: -2
  Shn3 inh set2: -5
  PDI turbidity: 4
  Vif imaging: 0
  MITF TRPM1 inh: -3
  CaV13 FRET inh: -5
  KKLEB cytotox: -14
  Peg3 prom inh: 2

The list continues.
Compound	NR2E3 ag-1	NR2E3 ag-2	HIF-2a inh	CF NFkB block	Shn3 inh set2	PDI turbidity	Vif imaging	MITF TRPM1 inh	CaV13 FRET inh	KKLEB cytotox	Peg3 prom inh
O=C(NNS(=O)(=O)c1ccccc1)C1CCN(S(=O)(=O)c2ccccc2)CC1	0	-22	-1	4	-2	-6	3	-11	-4	-2	3
O=C(COc1ccc([N+](=O)[O-])cc1)NC(=O)NC1CCS(=O)(=O)C1 (stereo unspecified)	·	-27	5	3	-11	1	14	0	-5	-4	10
CN(/C=C/C(=C/C=[N+](C)c1ccccc1)OCCCS(=O)(=O)[O-])c1ccccc1	4	0	-50	-12	10	13	2	14	4	6	-8
CCOC(=O)C(C)n1cnc2c(nnn2Cc2ccc(Cl)cc2)c1=O (stereo unspecified)	4	-2	7	16	-26	-7	·	2	-8	-14	13
CCOC(=O)c1cccc(NC(=O)C2CCN(c3ncnc4c3nc3n4CCCCC3)CC2)c1	2	-12	16	13	59	-1	-1	20	-2	-10	19
CCOc1ccccc1NC(=O)C1C2C=CC(C2)C1C(=O)O (stereo unspecified)	-2	-3	11	2	0	-2	14	4	-4	17	2
COc1ccc(CCNS(=O)(=O)c2ccc3c(c2)OCCO3)cc1	4	-3	9	-4	4	-14	-1	-2	·	6	7
N#Cc1ccccc1OCC(=O)NNC(=O)CNC(=O)c1cccc(Br)c1	4	-1	6	-6	13	1	-3	7	-6	13	1
O=C(Cc1ccc(NC(=O)C2CCCN(C(=O)C3CC3)C2)cc1)Nc1cccc(C(=O)N2CCCCC2)c1 (stereo unspecified)	·	13	8	21	-25	-3	9	-6	-3	-2	-14
COc1ccc(NC(=O)CCc2nc3ccccc3s2)c(OC)c1	4	13	-26	-6	2	4	6	20	-34	0	-20
CCOc1cccc(C2/C(=C(/O)c3ccc4c(c3)CC(C)O4)C(=O)C(=O)N2Cc2cccnc2)c1 (stereo unspecified)	10	-26	8	8	2	-3	-2	11	-14	18	3
CC1CCN(c2nnc(-c3cccs3)c3ccccc23)CC1	-3	-49	-77	-13	33	-5	3	-13	-6	-4	-53
CCOC(=O)c1ccc(NC(=O)Nc2ccc(Cl)cn2)cc1	2	-6	9	12	5	-7	2	-8	-5	-1	9
N#C/C(=C\c1cn(CCOc2ccccc2)c2ccccc12)C(=O)NCC1CCCO1 (stereo unspecified)	0	-26	-44	0	1	3	-1	1	-5	-5	15
CCN1CCC[C@H]1CNCCCn1cnc2c(SC)ncnc21	·	-20	-1	30	-12	-11	-20	·	-7	-7	-2
COc1ccccc1-n1c(C)nc2cc(C(=O)O)ccc21	2	2	4	17	-11	-3	8	2	-7	-4	0
CCCCOc1ccc(C(=O)NCC(=O)NCCOc2ccccc2)cc1	2	-24	-83	13	-32	-5	-7	-8	-6	0	-82
OCCN=C(c1ccccc1)C12CN3CN(CN(C3)C1)C2	2	-21	26	-6	-19	11	-5	-2	·	0	9
CCc1noc(C)c1C(=O)N1CCSC1=Nc1cccc(Cl)c1C	-2	-11	32	14	33	14	-6	-3	-3	-12	30
COCCNC(=O)C(=O)N/N=C(\C)CC(=O)Nc1cccc(C(F)(F)F)c1	2	-15	11	-7	-5	3	-5	16	-20	-3	8
Cc1ccc(C)c(NCC(=O)c2ccc(Cl)cc2)c1	2	10	14	-14	-74	1	-1	11	-1	7	5
O=C(NC(N1CCOCC1)C(Cl)(Cl)Cl)c1ccc(F)cc1 (stereo unspecified)	1	-34	12	-5	9	5	-9	-4	-6	17	-9
Cc1cc(C)c(C(=O)C(C)OC(=O)c2ccccn2)cc1C (stereo unspecified)	-2	-1	12	7	-8	1	-2	-6	·	1	-5
O=C(NCCSCc1ccco1)Nc1ccccc1	-1	-21	-120	20	-1	-1	2	-26	-9	-2	-72
COc1ccc(N(CC(=O)N2CCc3ccccc32)S(=O)(=O)c2c(C)nn(C)c2C)cc1	1	-20	12	-5	-1	·	-5	12	-11	25	2
Cc1ccc(S(=O)(=O)Nc2nc(C)cc(NCCN)n2)cc1	0	5	3	-19	5	6	-6	0	-7	4	9
CCOc1cc(/C=N/n2cnnc2)ccc1O	-1	-1	13	12	9	5	3	14	-8	6	8
c1ccc(-n2cnc3ccccc32)cc1	2	-46	-41	39	11	-4	-4	-18	-5	-6	-50

7 entries out of the list above, ordered by the value under HIF-2a inh, falling:
SMILES	HIF-2a inh
CCc1noc(C)c1C(=O)N1CCSC1=Nc1cccc(Cl)c1C	32
COc1ccc(N(CC(=O)N2CCc3ccccc32)S(=O)(=O)c2c(C)nn(C)c2C)cc1	12
COCCNC(=O)C(=O)N/N=C(\C)CC(=O)Nc1cccc(C(F)(F)F)c1	11
O=C(Cc1ccc(NC(=O)C2CCCN(C(=O)C3CC3)C2)cc1)Nc1cccc(C(=O)N2CCCCC2)c1 (stereo unspecified)	8
O=C(NNS(=O)(=O)c1ccccc1)C1CCN(S(=O)(=O)c2ccccc2)CC1	-1
COc1ccc(NC(=O)CCc2nc3ccccc3s2)c(OC)c1	-26
N#C/C(=C\c1cn(CCOc2ccccc2)c2ccccc12)C(=O)NCC1CCCO1 (stereo unspecified)	-44
